Screening results deposited in PubChem BioAssay by National Center for Advancing Translational Sciences (NCATS).
Pol eta inh: blocks human DNA polymerase eta activity | AID 588591 | Q9Y253 | recombinant Pol eta, fluorescent DNA replication assay | Potency, µM (top dose mostly 114 µM), without a hit: top-dose activity change, negative = inhibition, actives largely listed as inhibitors | 1.2% of 390,000 active; note: % is set by controls: 0 for no effect and ±100 for the full control effect
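Pol eta at 10 nM preincubated with compounds 15 min at room temperature; reaction started with fluorescent substrate (50 nM final) and read kinetically at 0 and 10 min.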
BLM inh: Bloom syndrome helicase (human) inhibition | P54132 | Potency, µM (titrated, usually from 56.1 µM), for inactives: top-dose activity change, negative = inhibition, hits mostly inhibitors | AID 2528 | 0.2% of 350,000 active | recombinant BLM DNA unwinding, fluorescence dequenching;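 note: plate controls were vehicle for no effect and no enzyme for full effect; nearly all actives have a fitted effect of over 35% in size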
APE1 inh: inhibitors of human APE1 endonuclease; P27695; recombinant APE1, TAMRA/BHQ-2 abasic DNA cleavage fluorescence; Potency, µM (highest dose often 65.8 µM), inactives show at the highest dose activity change, negative = inhibition, most hits filed as inhibitors; 0.35% of 350,000 active;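 note: plate controls were vehicle for no effect and reference inhibitor for full effect; nearly all actives have a fitted effect of over 55% in size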
Target sequence (P27695 whole entry, looked up): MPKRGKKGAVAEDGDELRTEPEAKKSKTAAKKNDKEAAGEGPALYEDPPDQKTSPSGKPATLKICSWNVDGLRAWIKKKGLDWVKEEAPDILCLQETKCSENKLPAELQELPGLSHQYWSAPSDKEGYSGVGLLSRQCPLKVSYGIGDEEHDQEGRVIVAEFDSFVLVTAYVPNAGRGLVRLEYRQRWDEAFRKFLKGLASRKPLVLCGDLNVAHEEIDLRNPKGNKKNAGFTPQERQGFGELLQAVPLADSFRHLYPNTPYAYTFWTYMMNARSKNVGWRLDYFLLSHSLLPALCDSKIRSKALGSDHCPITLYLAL
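APE1 at 0.75 nM final was preincubated with compound 15 min at room temperature, then 50 nM double-stranded THF abasic-site substrate (5'-TAMRA/3'-BHQ-2) was added. Fluorescence (ex 525/em 598 nm) was read kinetically; third-minus-first read gave activity.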
Apoferritin bind: candidate novel general anesthetic via apoferritin binding | AID 485281 | 0.074% of 350,000 active | apoferritin/1-aminoanthracene competitive binding, fluorescence | Potency, µM (doses to about 77.5 µM), for inactives: at the top dose activity change, negative = displacement, hits mostly inhibitors; note: % is set by controls: 0 for no effect and ±100 for the full control effect; nearly all actives have a fitted effect of over 20% in size
Target sequence (P02791 2-175 limits assumed): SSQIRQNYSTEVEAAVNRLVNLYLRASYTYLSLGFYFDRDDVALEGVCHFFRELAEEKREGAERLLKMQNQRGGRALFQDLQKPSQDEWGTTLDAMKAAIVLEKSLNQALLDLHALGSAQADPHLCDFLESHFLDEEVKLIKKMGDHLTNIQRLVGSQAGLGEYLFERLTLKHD
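Horse-spleen apoferritin (10 uM) in 50% saturated 1-aminoanthracene in PBS was incubated 10 min at room temperature with compound. Fluorescence (ex 380, em 535 nm) was normalized to free and bound 1-AMA, with concentration-response fitted by a four-parameter Hill equation.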
Pol beta inh: DNA polymerase beta (human) inhibition; P06746; Pol beta primer extension/strand displacement, fluorescence kinetic; Potency, µM (titrated, usually from 114 µM), for the others: top-dose activity change, negative = inhibition, most hits filed as inhibitors; 1.3% of 340,000 active; AID 485314; note: % is set by controls: 0 for no effect and ±100 for the full control effect
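10 nM enzyme + cpd, 15 min RT; start with substrate 50 nM final; read 0 min and after 10 min RT. Corrected, normalized data; 4-parameter Hill curve fit.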
G9a block: G9a (human) methyltransferase inhibition; G9a H3K9 monomethylation, AlphaScreen, 2 h; 8.8% of 350,000 active; Q96KQ7; Potency, µM (top dose mostly 102 µM), without a hit: top-dose activity, negative = inhibition, actives largely listed as inhibitors; note: % is set by controls: 0 for no effect and ±100 for the full control effect; nearly all actives have a fitted effect of over 75% in size
Target sequence (Q96KQ7 913-1193 limits assumed): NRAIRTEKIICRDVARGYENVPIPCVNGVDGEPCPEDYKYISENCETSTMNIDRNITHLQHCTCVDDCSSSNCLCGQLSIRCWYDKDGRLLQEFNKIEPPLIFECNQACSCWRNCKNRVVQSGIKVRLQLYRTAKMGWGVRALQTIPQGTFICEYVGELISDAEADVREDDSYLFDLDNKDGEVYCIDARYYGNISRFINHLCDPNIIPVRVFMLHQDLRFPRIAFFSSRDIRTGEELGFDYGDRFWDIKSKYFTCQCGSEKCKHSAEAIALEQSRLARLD
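AlphaScreen read-out: biotin-H3K9 peptide (500 nM) methylation by 20 nM enzyme with 20 uM SAM, 2 h at room temperature after 15 min compound preincubation; anti-monomethyl H3K9 antibody plus donor/acceptor beads, 10 min dark.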
BAZ2B inh: inhibitors of human BAZ2B bromodomain; AlphaScreen BAZ2B-H3K14Ac peptide displacement; Potency, µM (highest dose often 114 µM), inactives show at the top dose activity change, negative = inhibition, actives largely listed as inhibitors; 4.4% of 360,000 active; AID 504333; note: % is set by controls: 0 for no effect and ±100 for the full control effect; nearly all actives have a fitted effect of over 60% in size
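BAZ2B (50 nM) with biotin-H3(5-23)K14Ac peptide (50 nM) in PBS pH 7.4, 0.01% Tween-20, preformed 30 min, then compound 30 min at room temperature; top concentration 110uM. AlphaScreen streptavidin donor/nickel chelate acceptor beads (10 ug/mL final), 20 min dark, signal read.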
POLI inh: DNA polymerase iota (human) inhibition; Q9UNA4; Pol iota fluorescent replication assay, 10 min; Potency, µM (series often up to 115 µM), inactives show top-dose activity, negative = inhibition, actives largely listed as inhibitors; 1% of 390,000 active; AID 588590
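Fluorescent replication assay read twice, at 0 min and 10 min after adding 50 nM (final) substrate. Enzyme (10 nM) and compounds were first incubated 15 min at room temperature; enzyme-free buffer wells were negative controls.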
POLK inh: DNA polymerase kappa (human) inhibition | Q9UBT6 | purified Pol kappa, fluorescent DNA synthesis assay, 10 min | Potency, µM (doses to about 107 µM), for the others: top-dose activity, negative = inhibition, usual class: inhibitors | 0.53% of 400,000 active | AID 588579; note: % is set by controls: 0 for no effect and ±100 for the full control effect
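Inhibition of 10 nM Pol kappa is measured by a fluorescent read-out at 0 and 10 min following addition of 50 nM substrate (final), with a 15-min room-temperature compound preincubation.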
* marks the source's active call; other numbers are inactive results; ? = inconclusive; nt = no result given; & = joins results of further samples; [ ] = dose if it differs, or a comment. Calls come from the whole dose curve; as a rule, active = well fitted curve in the direction sought with a large enough effect; inconclusive = small, poorly fitted or top-dose-only effect, or another doubt; inactive = no such curve, though single readings can be large; an effect the other way counts as inactive or inconclusive. Potency is the fitted concentration of half-maximal effect. This is a subset; the hit share may differ from the screen's.

SMILES	Pol eta inh	BLM inh	APE1 inh	Apoferritin bind	Pol beta inh	G9a block	BAZ2B inh	POLI inh	POLK inh
CC1CN(C(=O)c2ccccc2Sc2ccccc2C#N)CC(C)O1 (centres undefined)	-11%	2%	2%	-10%	2%	0%	-2%	-5%	3%
CNC(=O)N(O)C1N(/N=C/c2ccc(N(C)C)cc2)C(=S)SC1(C)C (centres undefined)	-3%	-5%	-4%	-1%	0%	4%	-29%	3%	-14%[60.1 µM]
COc1ccc(CCNc2nc3c(c(=O)n(C)c(=O)n3C)n2C)cc1OC	-8%	0%	0%	1%	2%	15%[12.7 µM]	12%	4%	-14%
Cc1ccc(C(C)NC(=O)c2cc3cc(Br)ccc3oc2=N)cc1 (centres undefined)	-18%	-4%	-9%	-10%	17%	nt	-16%	32%[activator]	-4%
O=C(CSc1ccc(Cl)cc1)Nc1ccc(N2CCN(c3ccccc3)CC2)c(F)c1	-11%	1%	-3%	-7%	-4%	0%	-1%	-8%	-3%
COc1cccc(C(=O)Nc2cccc(NC(=O)c3cccs3)c2)c1	-20%	-1%	-19%	?	-23%	11%	-9%	9%	-7%
Cc1c(Cl)cccc1-n1ncc(C(=O)NC2CCCCC2)c1C1CCN(C(=O)OC(C)(C)C)CC1	-25%	-8%	nt	-16%	-9%	-28%[59 µM]	-1%[57.1 µM]	23%	-9%
O=C(COc1ccc(Cl)cc1)N(Cc1ccco1)Cc1ccco1	-28%	-6%	nt	3%	1%	-9%[59 µM]	-15%	3%	-21%
Cc1ccc(NC(=O)CN(C)C(=O)COc2c(Cl)cc(Cl)c3ccc(C)nc23)cc1	-14%	1%	4%	-2%	-23%	?	-4%	18%	3%
Nc1ncc(Br)cc1S(=O)(=O)NCCC(=O)N1CCN(c2ncccn2)CC1	7%	1%	-3%	-9%	15%	19%	-1%	24%	-2%
CCN(CC)c1ccc(/C=N/NC(=O)c2cccc(S(=O)(=O)Nc3ccccc3OC)c2)cc1	-12%	-10%	-1%	297%[activator]	39%	10%[59 µM]	-15%	20%	-4%[60.1 µM]
CC1CN(C(=O)c2cccc(S(=O)(=O)Nc3ccc(Cl)cc3)c2)CC(C)O1 (centres undefined)	1%	-2%	-8%	-7%	-1%	9%	nt	-7%	-6%
O=C(COC(=O)c1cc(=O)c2ccccc2o1)NC1CCCC1	-2%	6%	-2%	2%	1%	-16%	4%	23%	-10%
c1cnc2c(OCc3nc4ccccc4[nH]3)cccc2c1	11%	-2%	-1%	38%	9%	-7%[12.7 µM]	1%	-8%	-1%
COc1cccc(C2NC(C)(C(=O)O)C3C(=O)N(C(C)C)C(=O)C23)c1O (centres undefined)	-10%	0%	-2%	-2%	30%	10%	-4%	?	-18%
CCc1ccc(-n2c(=O)c3sc4ccccc4c3n(Cc3cccc(F)c3)c2=O)cc1	-17%	-2%	nt	-13%	-2%	6%[59 µM]	6%	19%	-1%
Cc1cccn2c(=O)cc(COc3ccc(NC(=O)C(C)Oc4ccccc4)cc3)nc12 (centres undefined)	3%	-5%	nt	-9%	32%	12%[59 µM]	5%	1%	-4%[60.1 µM]
Cn1ncc2c(NNC(=O)c3ccc(Cl)c(Cl)c3)ncnc21	-7%	1%	-6%	7%	24%	-25%	20%	7%	-12%
C=C1CC[C@H](O)C/C1=C/C=C1\CCC[C@]2(C)[C@@H]([C@H](C)CCCC(C)(C)O)CC[C@@H]12	nt	-6%&4%	4%	nt	nt	1%[12.7 µM]	nt	nt	-3%[19.4 µM]
Cn1nc(C(=O)OCC(=O)Nc2ccc(SC(F)F)cc2)c2ccccc2c1=O	-19%	nt	-5%	nt	nt	nt	nt	0%	-18%
C=CCNC(=O)CN1c2cccc3cccc(c23)S1(=O)=O	?	-4%	-11%	38%	0%	?	6%	37%[activator]	-3%
Cc1ccc(N(Cc2ccccc2)C(=O)c2cccc(S(=O)(=O)N3CCN(C)CC3)c2)cc1	-11%	nt	-8%	nt	nt	11%[0.501 µM]	-12%	41%[activator]	-18%
COc1ccc2c(c1)CCC1C2CC[C@@]2(C)C(O)CCC12 (some centres undefined)	nt	5%	6%	-5%	nt	nt	nt	nt	-10%[60.1 µM]
COc1ccc(CC(=O)Nc2cccc(-c3cn4ccccc4n3)c2)cc1	-9%	0%	-6%	6%	10%	6%[2.33 µM]	-38%	15%	-15%
CN(C)CCn1c(NCc2ccc3c(c2)OCO3)nc2ccccc21	-1%	-1%	11%	-7%	84%	-9%[59 µM]	-1%	?	-14%
COc1cc(S(=O)(=O)NCc2ccccc2)ccc1-n1cnnn1	-22%	-4%	39%	-3%	21%	19%	2%	96%[activator]	-1%
COc1ccccc1NC(=O)N1CCCC(C(=O)Nc2cccc(C)c2C)C1 (centres undefined)	3%	-3%	19%	-6%	27%	-25%	5%	3%	-15%
CCc1ccc(NC(=O)CC2C(=O)N(c3cccc(OC)c3)C(=O)N2Cc2ccco2)cc1 (centres undefined)	-23%	-4%	nt	-7%	-2%	?	-24%	-22%	-4%
COc1ccc(S(=O)(=O)N2CCOC2CNC(=O)C(=O)NCCc2ccccc2)cc1OC (centres undefined)	-9%	1%	20%	-14%	16%	14%	-2%	-22%	-15%
COc1ccc(OC)c(NC(=O)CC2C(=O)NCCN2C(=O)Nc2cccc(Cl)c2)c1 (centres undefined)	-19%	-4%	1%	-15%	0%	18%	0%	?	-5%
CCOc1ccc(NC(=O)C(CC)n2nc(C)c3c(C)n(-c4ccccc4)nc3c2=O)cc1 (centres undefined)	?	-3%&-6%	-3%	-18%&-16%	-1%&30%	?	-38%&-13%	9%&-3%	-20%&-3%
CC(=O)N1CCc2cc(S(=O)(=O)NC(Cc3ccccc3)C(=O)NCc3ccc(C)cc3)ccc21 (centres undefined)	-6%	-8%	nt	-6%	-5%	-7%[59 µM]	nt	?	-2%
O=C(CCNC(=O)c1ccco1)Nc1ccc(Cl)cc1F	-15%	-1%	25%[12.4 µM]	-3%	6%	-2%[59 µM]	-1%	65%[activator]	7%
O=C(NC(=S)NC1CCSC1=O)c1ccccc1F (centres undefined)	-13%	4%	-4%	-7%	34%	?	8%	21%	-3%
COc1cccc(CNC(=O)Cn2c(=O)oc3cc(S(=O)(=O)N4CCCCC4)ccc32)c1	-6%	-8%	75%[activator]	28%	-19%	7%	-29%	0%	-5%
CCC12CN3CC(C)(CN(C1)C3c1c[nH]c3ccccc13)C2=O (centres undefined)	-16%	1%	nt	-16%	-2%	2%[59 µM]	-17%	23%	1%

Six compounds picked at random from those above:
SMILES	Pol eta inh	BLM inh	APE1 inh	Apoferritin bind	Pol beta inh	G9a block	BAZ2B inh	POLI inh	POLK inh
CCOc1ccc(NC(=O)C(CC)n2nc(C)c3c(C)n(-c4ccccc4)nc3c2=O)cc1 (centres undefined)	?	-3%&-6%	-3%	-18%&-16%	-1%&30%	?	-38%&-13%	9%&-3%	-20%&-3%
CC(=O)N1CCc2cc(S(=O)(=O)NC(Cc3ccccc3)C(=O)NCc3ccc(C)cc3)ccc21 (centres undefined)	-6%	-8%	nt	-6%	-5%	-7%[59 µM]	nt	?	-2%
COc1ccccc1NC(=O)N1CCCC(C(=O)Nc2cccc(C)c2C)C1 (centres undefined)	3%	-3%	19%	-6%	27%	-25%	5%	3%	-15%
O=C(CCNC(=O)c1ccco1)Nc1ccc(Cl)cc1F	-15%	-1%	25%[12.4 µM]	-3%	6%	-2%[59 µM]	-1%	65%[activator]	7%
COc1ccc(S(=O)(=O)N2CCOC2CNC(=O)C(=O)NCCc2ccccc2)cc1OC (centres undefined)	-9%	1%	20%	-14%	16%	14%	-2%	-22%	-15%
COc1cc(S(=O)(=O)NCc2ccccc2)ccc1-n1cnnn1	-22%	-4%	39%	-3%	21%	19%	2%	96%[activator]	-1%

Next section:
SMILES	Pol eta inh	BLM inh	APE1 inh	Apoferritin bind	Pol beta inh	G9a block	BAZ2B inh	POLI inh	POLK inh
O=C(Nc1ccc(F)cc1)C1CCCN(c2ncnc3c2nc2n3CCCCC2)C1 (centres undefined)	-6%	0%	nt	46%[activator]	3%	-5%[59 µM]	2%	15%	-21%[60.1 µM]
CN(C)CCCn1c(=O)n(Cc2ccccc2)c(=O)c2c3c(sc21)CCCCC3	-9%	4%	19%	-9%	-13%	?	?	118%[activator]	-11%
CCCCCn1c(CN2CCN(c3ccc(OC)cc3)CC2)nc2c1c(=O)[nH]c(=O)n2C	-14%	-2%	nt	-13%	15%	?	-35%	9%	-2%
Cc1ccc(OCC(O)CN2C(=O)NC(C)(C)C2=O)cc1C (centres undefined)	-6%	1%	-6%	-1%	3%	2%[59 µM]	-4%	?	-16%
COc1ccc(CNC(=O)CN(C(=O)Cn2nnc(-c3ccccc3F)n2)c2ccc(C)cc2)cc1	1%	-3%	-2%	36%[activator]	1%	6%	-2%	12%	-15%
CCN1N=C(C)C=C(c2ccccc2)n2c1nc1ccccc12	-19%	-1%	-2%	1%	18%	79µM*	-17%	23%	0%
CCNCCNC(=O)c1c(O)c2c([nH]c1=O)CCCC2	4%	-8%	4%	-6%	?	?	-6%	?	-4%
Cc1ccccc1NC(=O)c1ccccc1NC(=O)c1ccccc1Cl	-24%	0%	nt	1%	-2%	-26%[59 µM]	0%	24%	-6%

One compound at a time, from the list above. Order of screens: Pol eta inh	BLM inh	APE1 inh	Apoferritin bind	Pol beta inh	G9a block	BAZ2B inh	POLI inh	POLK inh
Cc1ccccc1NC(=O)c1ccccc1NC(=O)c1ccccc1Cl in the list: -24%	0%	nt	1%	-2%	-26%[59 µM]	0%	24%	-6%
O=C(Nc1ccc(F)cc1)C1CCCN(c2ncnc3c2nc2n3CCCCC2)C1 (centres undefined) in the list: -6%	0%	nt	46%[activator]	3%	-5%[59 µM]	2%	15%	-21%[60.1 µM]
